Growth percent in the NCI-60 one-dose screen (48 h, 10 µM unless noted): 100 = growth as untreated, 0 = no growth, -100 = all killed.
SNB-19 = SNB-19 CNS cancer cells | actives 2.5% (n = 81,000) | AID 1794751
HCC-2998 = HCC-2998 colon cancer. actives 4.7% (n = 79,000)
SW-620 = SW-620 colon cancer; actives 5.2% (n = 82,000)
SF-295 = SF-295 CNS cancer cells; actives 5.6% (n = 79,000); AID 1794758
HT29 = HT29 colon cancer | actives 7.4% (n = 81,000)
KM12 = KM12 colon cancer cells | AID 1794800 | actives 5% (n = 82,000)
SF-539 = SF-539 CNS cancer | AID 1794752 | actives 6.8% (n = 81,000)
SF-268 = SF-268 CNS cancer cells. actives 3.1% (n = 82,000). AID 1794759
SNB-75 = SNB-75 CNS cancer | actives 5% (n = 79,000) | AID 1794750
* hit, by the source's call; / = not tested or not shown; & = joins results of further samples. The calls were made as follows: active = growth percent below 10; inactive = the rest.

SMILES	SNB-19	HCC-2998	SW-620	SF-295	HT29	KM12	SF-539	SF-268	SNB-75
N#Cc1ccc(/C=N/N2CCCCCC2)cc1	93	104	107	97	97	105	104	96	102
CCCCCCCCCCCCCCCC(=O)OC(=O)CCCCCCCCCCCCCCC	108	110	113	/	120	123	105	119	73
CC(=O)c1cc(C(=O)c2ccc3c(c2)Sc2ccccc2N3)c2c(C)cc(C)cn12	36	18	21	-1.0*	-15*	11	-2.5*	12	-2.0*
O=[N+]([O-])c1ccc(Nc2ccccc2N=Cc2ccccc2O)c2nonc12	101	101	103	102	100	102	102	96	94
N#CSc1c[nH]c2ccc(/C=C/C(=O)/C=C(/C=C/c3ccc4[nH]cc(SC#N)c4c3)OB(F)F)cc12	38	32	2.1*	36	-54*	20	-13*	2.4*	18
C=C1CCC2C3(C)COC(C)(C)OC3CCC2(C)C1CC(Sc1ccccc1)C1=CCOC1=O (configuration not stated)	96	110	102	105	116	88	97	75	/
CCOC(=O)N/N=C/c1cc(Br)ccc1O	107	111	115	90	114	116	108	117	96
Nc1ccc(NC(=S)Nc2ccccc2)cc1	98	108	104	113	103	108	103	130	/
COc1cc(Nc2ccnc3ccc(Br)cc23)cc(OC)c1OC	33	71	19	26	14	21	13	48	-4.3*
Cc1nn(-c2ccc(Cl)cc2)c(=O)n1CCN1CCOCC1	59	91	/	/	104	81	67	48	7.7*
COc1ccccc1CNCCCN1C(=O)c2ccc3c4c(ccc(c24)C1=O)C(=O)N(CCCN)C3=O	-5.8*	-57*	-70*	-2.4*	-51*	4.4*	-87*	-22*	39
O=C1CC(N2C(=O)/C(=C/C(Cl)=C\c3ccc([N+](=O)[O-])cc3)SC2=S)C(=O)N1c1ccc(O)cc1 (configuration not stated)	-9.7*	-82*	0.2*	-37*	-17*	-72*	-29*	5.7*	15
CCSc1nc(NC)c2cc(-c3ccc(C(F)(F)F)cc3)ccc2n1	97	111	105	102	99	103	103	103	99
COc1ccc(C(=O)COc2ccc(/C=C3\CSc4ccccc4C3=O)cc2)cc1	95	/	106	72	107	89	105	108	93
Cc1ccc(C(C)C)c2c1CC[C@](C)(O)[C@H]2O	114	105	115	95	84	105	109	102	100
COc1ccc(Br)c(C=O)c1O	89	112	99	100	119	104	104	101	121
Fc1cccc(-c2ccc(F)cc2F)c1	104	111	93	99	105	109	93	103	93
Cc1cc(N=C2NC(=O)/C(=C/c3cc(C(C)(C)C)c(O)c(C(C)(C)C)c3)S2)n[nH]1	21	22	15	-0.7*	9.2*	17	19	33	1.5*
COc1ccc(C(=O)C(O)c2ccccc2)cc1 (configuration not stated)	105	105	89	93	109	91	101	96	87
Clc1nc(Cl)c2ncn(-c3ccccc3)c2n1	103	100	37	106	43	80	85	69	/
Cc1coc(NS(=O)(=O)c2ccc(N=Nc3c(N)nc(N)nc3N)cc2)c1C	99	101	102	91	101	107	96	103	89
Clc1ccc(/C=C/c2nc(Nc3ccc(Cl)cc3)c3ccccc3n2)cc1	100	106	103	100	112	109	96	102	94
OCCNCCN=C1CCC(=NCCNCCO)CC1	89	113	98	101	94	98	96	96	68
c1ccc(CN2CCc3c(sc4ncnc(N5CCCCC5)c34)C2)cc1	100	107	101	100	108	105	104	102	112
Cc1nc2cccc(NCCCCC(=O)NO)c2c(=O)n1-c1ccccc1	65	82	48	83	52	74	50	75	45
O=C(NCc1ccccc1)C(Cl)Cl	97	107	107	96	99	101	97	100	102
CS(=O)(=O)c1ccc(-c2nc3ccccc3n2CC(=O)NO)cc1	101	95	95	95	97	89	104	101	90
O=C(O)c1c[nH]c2ccccc2c1=O	101	102	108	104	98	100	94	102	90
CC(=O)Oc1ccccc1OC(C)=O	80	93	91	113	83	88	82	72	89
Cc1cc(C(=O)Nc2sc3c(c2C(N)=O)CCC(=O)C3)ccn1	92	106	103	97	110	101	89	98	96
CCCCN(CCCC)c1ccc(C(=O)O)cc1	85	100	107	98	108	103	109	101	83
O=C(NCN1C(=O)c2cccc3cccc(c23)C1=O)N1CCN(CCO)CC1	105	100	101	105	81	105	103	109	95
Cc1nn(-c2nc(-c3ccc(C(F)(F)F)cc3)c(SC(C)C)s2)c(C(=O)O)c1-c1cccc(F)c1	51	50	57	23	36	39	52	70	83
N#CC1=C(N)Oc2c(sc3c(Br)cccc23)C1c1ccc(Br)cc1 (configuration not stated)	53	13	24	0.1*	1.8*	18	-14*	34	15
O=C1NC(CCc2nc3ccccc3c(=O)[nH]2)C(=O)Nc2ccccc21 (configuration not stated)	98	102	104	105	117	101	97	101	86
COc1cc2ncnc(Nc3ccc(F)c(Cl)c3)c2cc1OCC(=O)N1CCN(c2ccccc2)CC1	86	98	101	93	90	102	104	83	84
Cc1nn(-c2ccccc2)c2nc(N3CCOCC3)c(C#N)cc12	103	99	98	/	92	93	98	95	75
NS(=O)(=O)c1ccc(CCn2c(SCC(=O)N/N=C/c3ccccc3O)nc3ccccc3c2=O)cc1	49	87	26	40	10.0*	34	26	56	24
Cc1cccc(Cl)c1NC(=O)NCCCN1CCOCC1	100&100	98&120	108&107	103	98&95	107&110	99&98	96&106	105&88
COc1ccc2c(c1)c(-c1cc(N)n3nc(-c4cn(C)c5ccc(OC)cc45)cc3n1)cn2C	107	114	-21*	99	76	97	95	109	98
O=C(CCc1ccc(-c2ccccc2)o1)Nc1ncc(Cc2ccc(F)cc2)s1	93	99	100	98	97	97	99	91	73
OC(COc1ccccc1Cl)CN1CCCCC1 (configuration not stated)	105	121	108	/	100	111	106	132	/
Cc1cccc(C)c1Nc1nc(Nc2cnc3ccccc3c2)c2[nH]cnc2n1	88	110	99	87	86	84	99	94	71
COc1cc(NCC(C)(O)CN(CC(C)C)CC(C)C)c2nc(C)ccc2c1 (configuration not stated)	88	76	87	83	82	63	96	94	81
O=C(CCCC(=O)NCc1ccc(Cl)cc1Cl)NCc1ccc(Cl)cc1Cl	95	106	102	104	104	102	104	99	96
COc1cccc(N(CCO)CCO)c1OC	100	106	95	112	105	109	98	106	84
S=c1[nH]nc(SCc2ccccc2)c2[nH]cnc12	107	107	112	119	110	112	97	111	95
COc1ccc(/C=C2\Cc3cc(F)ccc3C2=O)cc1OC	103	98	103	91	90	99	100	98	104
CCN(CC)CCCC(C)Nc1c(C)cnc2ccc(C)cc12 (configuration not stated)	99	99	97	105	97	95	79	89	80
O=C(O)CCCC1(C(=O)O)CCCC1	105	96	104	111	115	110	100	101	77
O=C(CCCSCCCC(=O)N/N=C/c1ccccc1)N/N=C\c1ccccc1	101	106	98	90	98	93	114	96	86
CC(C)(CO)C(O)C(=O)NCCS(=O)(=O)Nc1ccc(Br)cn1 (configuration not stated)	107	104	95	97	94	94	98	99	77
CCOC(=O)C(Cc1ccc(C)cc1)n1cc(-c2ccccc2)nn1 (configuration not stated)	100	93	98	105	96	98	102	97	98
O=C1C2C3C=CC(C3)C2C(=O)N1c1ncc([N+](=O)[O-])s1 (configuration not stated)	107	100	102	112	94	118	111	110	87
Nc1ccc(O)c(C(=O)O)c1	117&104&92	100&104&107	103&94&97	113&107&109	115&113&111	92&107&101	114&103&102	110&104&89	95&97&74
Cn1cnc([N+](=O)[O-])c1S(=O)(=O)Nc1ccccc1	105	96	102	108	109	98	99	103	99
CC(C)CC[n+]1cccc(C(=O)c2ccccc2)c1	98	103	98	99	104	100	94	102	88
CCNCCCCCCNc1cc(OC)cc2cccnc12	94	128	106	123	96	115	108	115	/
CC(C)CN(C(=O)c1ccc(Cl)cc1)c1c(N)n(CC(C)C)c(=O)[nH]c1=O	97	106	100	85	111	102	44	92	88
C=CCC(=O)N[C@H](/C=C/C(=O)O)Cc1ccc(-c2cc(Cl)cc(Cl)c2)cc1	98	101	104	101	98	99	95	99	87

New compounds follow:
SMILES	SNB-19	HCC-2998	SW-620	SF-295	HT29	KM12	SF-539	SF-268	SNB-75
COc1cccc(C2N=NC3=C(CCCC3)N2O)c1O (configuration not stated)	100	107	101	98	113	103	96	100	80
CCCSc1nnc(-c2c(C)nc3sccn23)o1	81	105	104	87	101	96	91	89	92
CCCCn1c(=O)c(C2=NC(c3ccc(F)cc3)=C2)cc2ccc(Cl)cc21	71	89	83	90	87	96	84	77	85
Clc1ccc(OCCBr)cc1	97	116	93	100	105	89	93	98	99
CC(C)(O)CCl	102	109	100	98	/	107	100	111	110
C[N+](C)(CCOC(c1ccccc1)c1ccccc1)CC(=O)c1ccccc1	102	98	108	102	98	105	104	108	76
COc1nnc2c3cc(Br)cc(Br)c3n(C)c2n1	99	111	110	108	106	101	104	105	103
CCOC(=O)Cn1nc2oc(=O)c(CCN3CCN(c4ccccc4OC)CC3)c(C)c2c1C	100	106	105	99	107	109	105	109	87
CC1(C)CC[C@]2(C(=O)O)CC[C@]3(C)C(=CC[C@@H]4[C@@]5(C)CC[C@H](O)C(C)(C)[C@@H]5CC[C@]43C)C2C1 (some centres not stated)	68	53	43	58	52	50	77	70	86
CCSc1nnc2c(/C=C/c3ccccc3O)nc3ccccc3n12	78	87	63	136	84	53	69	51	95
O=C(O)CCCCCn1c(-c2ccc(Cl)cc2)nc(-c2ccccc2)c1-c1ccccc1	91	97	89	71	95	93	98	96	100
C#CCOC(=O)c1ccc(C)cc1	99	108	100	100	97	96	97	97	89
COc1ccc(/C=C/C(=O)c2ccc(NC(=O)CSc3nc4[nH]c(=O)n(C)c(=O)c4[nH]3)cc2)cc1	99	106	89	105	101	96	98	99	91
O=C(Nc1ccc(Cl)cc1)OCCN1CCOCC1	99	97	107	118	101	112	96	100	91
N#CC1=C(c2ccc(Br)cc2)NC(SCC(=O)c2ccc(Br)cc2)NC1=O (configuration not stated)	110	106	101	101	105	101	96	99	99
Cc1ccc(-n2c(-c3cc(-c4cccnc4)n(-c4ccccc4)n3)n[nH]c2=S)cc1	106	110	104	107	119	107	111	113	104
CCCOc1ccc(N2CCN(c3ncnc4c3ncn4Cc3ccc(I)cc3)CC2)cc1	75	68	53	55	49	61	/	80	41
Nc1cc(Br)cc([N+](=O)[O-])c1O	100	106	104	102	112	103	99	104	100
O=C1CCCC=C1C[N+](=O)[O-]	95	/	93	107	104	118	106	99	96
Cc1ccc2nc(C)cc(C)c2c1	100	/	107	111	104	105	98	103	92
CC(C)(C)C(=O)N1CC(=O)N2c3ccccc3C(=O)C3C=CC2(C1)O3 (configuration not stated)	103	108	109	111	102	98	105	96	106
NC(=S)N1N=C(c2ccc(F)cc2)CC1c1ccc2c(c1)OCO2 (configuration not stated)	90	103	112	128	97	105	100	94	105
COc1ccccc1NC(=O)Cc1nc(=O)[nH]c(=O)[nH]1	108	101	110	95	100	104	111	103	100
O=C1c2c(sc3c2CCCC3)N2C(=NN3C2=C2CC(c4ccccc4)=NN2C3NCc2ccccc2)N1Cc1ccccc1 (configuration not stated)	89	89	100	55	83	101	113	93	82
CON(C)C(=O)c1cc(-c2ccccc2)n(-c2ccc(S(C)(=O)=O)cc2)n1	93	113	/	93	108	99	95	96	82
O=C(Nc1ccccc1)c1cccc(NC(=O)c2ccco2)c1	110	109	99	100	102	102	100	102	83
Cc1ccccc1NC(=S)n1c(=O)cc(C)c2ccc(O)cc21	108	102	98	105	112	104	97	95	94
CCOC(=O)c1c(NCC(=O)Nc2ccc(Cl)cc2)sc2c1CCCC2	97	100	98	90	99	102	103	100	71
Cc1ccc(NC(=O)OC(C)N2CCCCC2)cc1NC(=O)OC(C)N1CCCCC1 (configuration not stated)	107	/	101	110	95	105	93	90	88
C=CCOC(=O)C1=C(C)NC2=C(C(=O)CCC2)C1c1cc(OC)ccc1OC (configuration not stated)	83	104	93	98	107	100	104	95	93

Entries above with an NH in an aromatic ring:
SMILES	SNB-19	HCC-2998	SW-620	SF-295	HT29	KM12	SF-539	SF-268	SNB-75
N#CSc1c[nH]c2ccc(/C=C/C(=O)/C=C(/C=C/c3ccc4[nH]cc(SC#N)c4c3)OB(F)F)cc12	38	32	2.1*	36	-54*	20	-13*	2.4*	18
Cc1cc(N=C2NC(=O)/C(=C/c3cc(C(C)(C)C)c(O)c(C(C)(C)C)c3)S2)n[nH]1	21	22	15	-0.7*	9.2*	17	19	33	1.5*
O=C(O)c1c[nH]c2ccccc2c1=O	101	102	108	104	98	100	94	102	90
O=C1NC(CCc2nc3ccccc3c(=O)[nH]2)C(=O)Nc2ccccc21 (configuration not stated)	98	102	104	105	117	101	97	101	86
Cc1cccc(C)c1Nc1nc(Nc2cnc3ccccc3c2)c2[nH]cnc2n1	88	110	99	87	86	84	99	94	71
S=c1[nH]nc(SCc2ccccc2)c2[nH]cnc12	107	107	112	119	110	112	97	111	95
CC(C)CN(C(=O)c1ccc(Cl)cc1)c1c(N)n(CC(C)C)c(=O)[nH]c1=O	97	106	100	85	111	102	44	92	88
COc1ccc(/C=C/C(=O)c2ccc(NC(=O)CSc3nc4[nH]c(=O)n(C)c(=O)c4[nH]3)cc2)cc1	99	106	89	105	101	96	98	99	91
Cc1ccc(-n2c(-c3cc(-c4cccnc4)n(-c4ccccc4)n3)n[nH]c2=S)cc1	106	110	104	107	119	107	111	113	104
COc1ccccc1NC(=O)Cc1nc(=O)[nH]c(=O)[nH]1	108	101	110	95	100	104	111	103	100

Compound profiles, from the list above:
`Clc1ccc(OCCBr)cc1` is listed as SNB-19: 97; HCC-2998: 116; SW-620: 93; SF-295: 100; HT29: 105; KM12: 89; SF-539: 93; SF-268: 98; SNB-75: 99
`Cc1ccc(C(C)C)c2c1CC[C@](C)(O)[C@H]2O` is listed as SNB-19: 114; HCC-2998: 105; SW-620: 115; SF-295: 95; HT29: 84; KM12: 105; SF-539: 109; SF-268: 102; SNB-75: 100

Screening results from PubChem.
